BoNT-A LC inh2: blocks Botulinum neurotoxin A light chain protease; hit rate 0.17% among 360,000; AID 588499; multiplex microsphere protease substrate cleavage, flow cytometry; inhibition, % at 10 µM; further: plate controls were buffer without enzyme for full effect and enzyme alone for no effect
Anthrax LF inh2: inhibitors of Bacillus anthracis lethal factor protease. P15917. multiplex microsphere protease cleavage assay, LF. inhibition, % at 10 µM. hit rate 0.12% among 360,000. AID 588501; further: plate controls were buffer without enzyme for full effect and enzyme alone for no effect
PfHsp40 yeast: compounds rescuing yeast from Plasmodium falciparum HSP40 toxicity | S. cerevisiae expressing PfHsp40, growth rescue, ATP luminescence | growth rescue, % at 12.5 µM | hit rate 0.68% among 340,000; in the data active means growth rescue above about 28%, passing the limit was not always enough; inconclusive means no clear call, values can overlap the other calls;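 further: yeast W303a lacking pdr1 and pdr3 grown in galactose medium; growth measured after three days at 30 °C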
UGM FP inh: inhibitors of M. tuberculosis UDP-galactopyranose mutase; P9WIQ1; inhibition, % at 10 µM; hit rate 0.06% among 320,000; purified UGM, fluorescence polarization probe displacement; in the data active means inhibition above about 10%, passing the limit was not always enough; inconclusive means no clear call, values can overlap the other calls
Target sequence (P9WIQ1 whole entry, looked up): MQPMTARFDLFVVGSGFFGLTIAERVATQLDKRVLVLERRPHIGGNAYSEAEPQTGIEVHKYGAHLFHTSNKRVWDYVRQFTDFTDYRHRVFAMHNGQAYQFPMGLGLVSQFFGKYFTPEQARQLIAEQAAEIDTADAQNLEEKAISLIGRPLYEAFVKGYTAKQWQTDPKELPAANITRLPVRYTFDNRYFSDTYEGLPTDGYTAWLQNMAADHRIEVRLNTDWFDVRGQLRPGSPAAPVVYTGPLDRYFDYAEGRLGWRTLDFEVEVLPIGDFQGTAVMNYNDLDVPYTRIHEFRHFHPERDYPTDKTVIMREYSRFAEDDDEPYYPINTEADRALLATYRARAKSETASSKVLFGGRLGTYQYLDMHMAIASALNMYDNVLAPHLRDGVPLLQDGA
BoNT-F LC inh: inhibitors of Botulinum neurotoxin F light chain protease | Multiplex microsphere protease cleavage assay, flow cytometry | hit rate 0.22% among 360,000 | inhibition, % at 10 µM; in the data active means inhibition above about 35%, passing the limit was not always enough; inconclusive means no clear call, values can overlap the other calls; further: plate controls were buffer without enzyme for full effect and enzyme alone for no effect
GDH-TPI inh: inhibits GDH-TPI coupling enzymes, artifact for Mtb FBA screen; GDH-TPI coupled enzyme counterscreen, NADH absorbance; inhibition, % at 4.8 µM; hit rate 1.2% among 360,000; in the data active means inhibition above about 30%;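 further: 0% = DMSO wells and 100% = wells lacking the enzyme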
FadD28 FP inh: M. tuberculosis FadD28 bisubstrate binding inhibition. hit rate 0.22% among 360,000. AID 588549. inhibition, % at 12.5 µM. FadD28 bisubstrate probe binding, fluorescence polarization; in the data active means inhibition above about 8.5%, passing the limit was not always enough; inconclusive means no clear call, values can overlap the other calls
BioA inh: blocks M. tuberculosis BioA enzyme activity | purified M. tuberculosis BioA enzyme, plate reader | inhibition, % at 9.99 µM | hit rate 0.096% among 360,000 | AID 602481; in the data active means inhibition above about 40%; inconclusive means no clear call, values can overlap the other calls
FBA Mtb inh: Mtb fructose-bisphosphate aldolase inhibition. P9WQA3. purified M. tuberculosis FBA, fluorescence read-out. AID 588726. hit rate 2.3% among 360,000. inhibition, % at 1 µM; in the data active means inhibition above about 27%;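 further: 0% = vehicle and 100% = reference inhibitor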
Target sequence (P9WQA3 whole entry, looked up): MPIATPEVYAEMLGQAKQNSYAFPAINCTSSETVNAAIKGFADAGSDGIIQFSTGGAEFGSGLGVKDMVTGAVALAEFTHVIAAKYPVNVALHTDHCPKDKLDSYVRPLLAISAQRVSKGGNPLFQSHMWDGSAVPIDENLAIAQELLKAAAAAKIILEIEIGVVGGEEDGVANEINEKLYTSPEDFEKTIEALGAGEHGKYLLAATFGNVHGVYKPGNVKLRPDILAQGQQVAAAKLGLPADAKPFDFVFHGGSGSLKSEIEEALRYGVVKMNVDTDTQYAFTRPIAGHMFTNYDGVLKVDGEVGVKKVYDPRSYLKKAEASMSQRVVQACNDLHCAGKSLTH
An asterisk follows results filed as active. Unless noted, no stated cut-off is given here; in the data, active means inhibition above about 30%; inconclusive means no clear call, values can overlap the other calls; inactive means below that. This is a random part of the collection. About 4.7% of those tested had a hit in this group.

The opening two compounds as a preview:
How did O=C(CSc1nnc(NC(=O)c2ccccc2F)s1)NC1CCCC1 do in these assays?
BoNT-A LC inh2: -6.4; Anthrax LF inh2: -11.5; PfHsp40 yeast: -0.4; UGM FP inh: -2.0; BoNT-F LC inh: -2.8; GDH-TPI inh: -3.0; FadD28 FP inh: -2.7; BioA inh: 1.8; FBA Mtb inh: -2.3

What do the screens show for `CCC1(CC)Cc2ccccc2C(Nc2c(C)n(C)n(-c3ccccc3)c2=O)=N1`?
BoNT-A LC inh2: -0.2; Anthrax LF inh2: -20.8; PfHsp40 yeast: 0.4; UGM FP inh: 4.3; BoNT-F LC inh: -10.7; GDH-TPI inh: -1.9; FadD28 FP inh: 0.3; BioA inh: -1.5; FBA Mtb inh: 2.2

The listing, previewed entries included:
How did O=C(CSc1nnc(NC(=O)c2ccccc2F)s1)NC1CCCC1 do in these assays?
BoNT-A LC inh2: -6.4; Anthrax LF inh2: -11.5; PfHsp40 yeast: -0.4; UGM FP inh: -2.0; BoNT-F LC inh: -2.8; GDH-TPI inh: -3.0; FadD28 FP inh: -2.7; BioA inh: 1.8; FBA Mtb inh: -2.3

What do the screens show for `CCC1(CC)Cc2ccccc2C(Nc2c(C)n(C)n(-c3ccccc3)c2=O)=N1`?
BoNT-A LC inh2: -0.2; Anthrax LF inh2: -20.8; PfHsp40 yeast: 0.4; UGM FP inh: 4.3; BoNT-F LC inh: -10.7; GDH-TPI inh: -1.9; FadD28 FP inh: 0.3; BioA inh: -1.5; FBA Mtb inh: 2.2

Results for N#Cc1cccc(NC(=O)CNc2cccc(S(=O)(=O)N3CCCCC3)c2)c1 ?
PfHsp40 yeast: -0.1; UGM FP inh: -0.1; GDH-TPI inh: 3.9; FadD28 FP inh: -2.0; BioA inh: -1.0; FBA Mtb inh: 3.1

What do the screens show for `Cn1nc(C(=O)NNC(=O)C2CSC3(C)CCC(=O)N23)c2ccccc2c1=O` (configuration not stated)?
PfHsp40 yeast: -1.6; UGM FP inh: -0.3; GDH-TPI inh: -0.3; FadD28 FP inh: 0.0; FBA Mtb inh: -2.0

Results for N#CCC(CNc1ncc(C(F)(F)F)cc1Cl)OC(=O)c1ccc(Cl)cc1Cl (configuration not stated) ?
BoNT-A LC inh2: -0.2; Anthrax LF inh2: -2.6; PfHsp40 yeast: 2.7; UGM FP inh: -1.0; BoNT-F LC inh: 0.0; GDH-TPI inh: -4.5; FadD28 FP inh: -3.3; FBA Mtb inh: -2.9

Results for Cn1nccc1C(=O)N1CCN(c2cccc(Cl)c2)CC1 ?
BoNT-A LC inh2: -2.5; Anthrax LF inh2: -1.7; PfHsp40 yeast: -0.1; UGM FP inh: 0.2; BoNT-F LC inh: -4.8; GDH-TPI inh: -18.6; FadD28 FP inh: -4.0; BioA inh: 2.8; FBA Mtb inh: -4.6

Results for CCOC(=O)c1sc(N)nc1C(C)(C)C ?
BoNT-A LC inh2: -0.4; Anthrax LF inh2: -1.5; PfHsp40 yeast: -0.8; UGM FP inh: -3.9; BoNT-F LC inh: -15.5; GDH-TPI inh: 1.5; FadD28 FP inh: -1.2; BioA inh: -0.2; FBA Mtb inh: 5.8

How did COc1ccc(NC(=O)c2nnn(CC(=O)Nc3ccc4c(c3)OCO4)c2N)cc1OC do in these assays?
BoNT-A LC inh2: 0.8; Anthrax LF inh2: -2.3; PfHsp40 yeast: -0.3; UGM FP inh: -0.5; BoNT-F LC inh: 2.3; GDH-TPI inh: 4.3; FadD28 FP inh: -1.5; BioA inh: -1.2; FBA Mtb inh: -0.2

What do the screens show for `COc1cc(CN(C(=O)c2ccco2)C2CCS(=O)(=O)C2)cc(OC)c1OC` (configuration not stated)?
BoNT-A LC inh2: 0.4; Anthrax LF inh2: -0.5; PfHsp40 yeast: -1.1; UGM FP inh: 1.9; BoNT-F LC inh: -2.2; GDH-TPI inh: -2.6; FadD28 FP inh: -3.1; BioA inh: -0.7; FBA Mtb inh: 1.0

Results for CCCCNC(=O)c1c(N)n(Cc2ccc3c(c2)OCO3)c2nc3ccccc3nc12 ?
BoNT-A LC inh2: 14.2; Anthrax LF inh2: 0.5; PfHsp40 yeast: 0.5; UGM FP inh: 2.8; BoNT-F LC inh: -5.0; GDH-TPI inh: 17.6; FadD28 FP inh: 2.1; BioA inh: -0.9; FBA Mtb inh: 29.5*

How did COc1ccc(N2CN=C3SCC(=O)N3C2)cc1 do in these assays?
BoNT-A LC inh2: -0.3; Anthrax LF inh2: -0.5; PfHsp40 yeast: -0.2; UGM FP inh: -1.1; BoNT-F LC inh: -11.7; GDH-TPI inh: -7.1; FadD28 FP inh: -3.1; BioA inh: -0.1; FBA Mtb inh: 0.3

What do the screens show for `Cc1ccsc1/C=N/NC(=O)CNC(=O)c1ccccc1`?
BoNT-A LC inh2: -0.3; Anthrax LF inh2: -2.4; PfHsp40 yeast: -0.3; UGM FP inh: -0.1; BoNT-F LC inh: 0.8; GDH-TPI inh: 15.5; FadD28 FP inh: 0.0; BioA inh: -2.3; FBA Mtb inh: 0.3

What do the screens show for `COc1ccc(-c2cc3c(=O)n(CC(=O)NCCCN4CCC(N5CCCCC5)CC4)nc(C)n3n2)cc1`?
BoNT-A LC inh2: 1.3; Anthrax LF inh2: -2.3; PfHsp40 yeast: 0.5; UGM FP inh: 1.9; BoNT-F LC inh: 1.5; GDH-TPI inh: 2.5; FadD28 FP inh: -0.6; BioA inh: -0.7; FBA Mtb inh: 16.7

How did Cc1ccc(-c2csc(NC(=O)c3ccc(Br)cc3)c2C(=O)O)cc1 do in these assays?
BoNT-A LC inh2: -2.6; Anthrax LF inh2: -19.4; PfHsp40 yeast: 2.4; UGM FP inh: -2.9; BoNT-F LC inh: inconclusive; GDH-TPI inh: 6.7; FadD28 FP inh: -2.7; FBA Mtb inh: 0.5

Results for O=C(N/N=C/c1sc(N2CCOCC2)nc1-c1ccccc1)c1cccc(S(=O)(=O)N2CCOCC2)c1 ?
BoNT-A LC inh2: 7.1; Anthrax LF inh2: 0.8; PfHsp40 yeast: 8.9; UGM FP inh: -2.4; BoNT-F LC inh: -2.3; GDH-TPI inh: 16.0; FadD28 FP inh: -3.0; FBA Mtb inh: 0.6

What do the screens show for `O=C(CC1C(=O)NCCN1C(=O)Nc1ccccc1)Nc1ccc2c(c1)OCCO2` (configuration not stated)?
BoNT-A LC inh2: -0.5; Anthrax LF inh2: -3.1; PfHsp40 yeast: -0.1; UGM FP inh: -2.8; BoNT-F LC inh: -5.2; GDH-TPI inh: 12.4; FadD28 FP inh: -2.4; BioA inh: 3.2; FBA Mtb inh: -4.3

What do the screens show for `Cc1c(C(=O)NCCC2=CCCCC2)sc2ncnc(N3CCCCC3C)c12` (configuration not stated)?
BoNT-A LC inh2: -1.2; Anthrax LF inh2: 0.0; PfHsp40 yeast: 0.0; UGM FP inh: -2.3; BoNT-F LC inh: -1.3; GDH-TPI inh: 16.7; FadD28 FP inh: -2.5; BioA inh: -0.7; FBA Mtb inh: 0.7

Results for CCN(CC(=O)Nc1c(F)cccc1F)C(=O)Cc1cccs1 ?
BoNT-A LC inh2: -1.3; Anthrax LF inh2: -1.3; PfHsp40 yeast: -0.1; BoNT-F LC inh: -3.3; GDH-TPI inh: 2.1; FadD28 FP inh: -0.3; BioA inh: -0.5; FBA Mtb inh: 1.5

How did CC(=O)NCCc1ccc(S(=O)(=O)NCc2ccc3c(c2)OCO3)cc1 do in these assays?
BoNT-A LC inh2: -0.4; Anthrax LF inh2: -3.9; PfHsp40 yeast: 1.4; UGM FP inh: 0.0; BoNT-F LC inh: -2.1; GDH-TPI inh: -4.9; FadD28 FP inh: -1.8; BioA inh: 1.7; FBA Mtb inh: -2.2

How did COc1cc2c(cc1OC)C(C)N(C(=O)Nc1ccc(F)cc1)CC2 (configuration not stated) do in these assays?
BoNT-A LC inh2: 0.0; Anthrax LF inh2: 1.2; PfHsp40 yeast: -0.2; UGM FP inh: 2.5; BoNT-F LC inh: -3.0; GDH-TPI inh: -10.0; BioA inh: 7.4; FBA Mtb inh: -0.4

How did N#Cc1cccc2cnccc12 do in these assays?
BoNT-A LC inh2: 0.3; Anthrax LF inh2: 1.9; PfHsp40 yeast: -0.5; UGM FP inh: -1.9; BoNT-F LC inh: 9.2; GDH-TPI inh: 3.0; FadD28 FP inh: -2.3; BioA inh: -1.2; FBA Mtb inh: -1.2

What do the screens show for `Cc1ccc(-n2nnnc2SC(C)C(=O)Nc2ccccc2-c2ccccc2)cc1` (configuration not stated)?
BoNT-A LC inh2: -0.4; Anthrax LF inh2: -1.5; PfHsp40 yeast: -0.8; UGM FP inh: 0.1; BoNT-F LC inh: -7.8; GDH-TPI inh: -2.9; FadD28 FP inh: -3.6; FBA Mtb inh: -11.0

Results for Cc1cc(NC(=O)Cc2ccccc2)ccc1NC(=O)c1cccs1 ?
BoNT-A LC inh2: -0.2; Anthrax LF inh2: 0.1; PfHsp40 yeast: 1.2; UGM FP inh: -0.4; BoNT-F LC inh: -7.1; GDH-TPI inh: 0.0; FadD28 FP inh: -3.9; FBA Mtb inh: -0.5

How did Cc1cc(Cl)ccc1-c1nc(NC(C)C)nc2ccsc12 do in these assays?
BoNT-A LC inh2: 0.1; Anthrax LF inh2: -7.0; BoNT-F LC inh: -5.8; GDH-TPI inh: 1.3; FadD28 FP inh: -6.7; BioA inh: 0.7; FBA Mtb inh: 18.6

Results for O=C(Cc1cccs1)N1CCCC(c2nc(-c3ccc(S(=O)(=O)N4CCCC4)cc3)no2)C1 (configuration not stated) ?
BoNT-A LC inh2: -1.1; Anthrax LF inh2: -1.8; PfHsp40 yeast: 3.9; UGM FP inh: 0.4; BoNT-F LC inh: -1.7; GDH-TPI inh: 6.6; FadD28 FP inh: -3.3; BioA inh: -0.2; FBA Mtb inh: -1.1

What do the screens show for `Cn1c(N)c(C#N)c2c(c1=S)COC(C)(C)C2`?
BoNT-A LC inh2: 0.2; Anthrax LF inh2: -10.3; PfHsp40 yeast: 0.8; UGM FP inh: -0.6; BoNT-F LC inh: -2.9; GDH-TPI inh: 18.1; FadD28 FP inh: -1.0; BioA inh: -1.9; FBA Mtb inh: 1.1

How did O=c1c(Cl)c(Cl)cnn1Cc1nnc(-c2ccccc2Br)o1 do in these assays?
BoNT-A LC inh2: 0.4; Anthrax LF inh2: 0.5; PfHsp40 yeast: -1.6; BoNT-F LC inh: -0.8; GDH-TPI inh: -3.1; FadD28 FP inh: -4.2; FBA Mtb inh: -0.1

How did O=C(Cn1c2[n+](c3ccc(C(F)(F)F)cc31)CCCCC2)Nc1ccc(Br)cc1 do in these assays?
BoNT-A LC inh2: 0.0; Anthrax LF inh2: -5.4; PfHsp40 yeast: 2.6; UGM FP inh: 2.7; BoNT-F LC inh: 1.6; GDH-TPI inh: 3.1; FadD28 FP inh: -2.5; FBA Mtb inh: 1.3

Results for CCC(C)c1ccccc1OCCOCCN1CCCC1 (configuration not stated) ?
BoNT-A LC inh2: -0.2; Anthrax LF inh2: -2.6; PfHsp40 yeast: 1.3; UGM FP inh: -3.5; BoNT-F LC inh: 8.0; GDH-TPI inh: 16.1; FadD28 FP inh: 0.7; BioA inh: -0.6; FBA Mtb inh: 0.0

Results for COC(=O)CSc1nc(SC)nc2c1sc1nc(-c3ccco3)c3c(c12)CC(C)(C)OC3 ?
BoNT-A LC inh2: 0.5; Anthrax LF inh2: 0.9; PfHsp40 yeast: -0.8; BoNT-F LC inh: -1.3; GDH-TPI inh: 2.5; FadD28 FP inh: 0.2; BioA inh: -0.1; FBA Mtb inh: 1.9

What do the screens show for `O=C(NCc1cccc(C(F)(F)F)c1)c1ccc2sc(COCCO)nc2c1`?
BoNT-A LC inh2: 0.5; Anthrax LF inh2: 3.6; BoNT-F LC inh: 4.2; GDH-TPI inh: -1.3; FadD28 FP inh: -1.5; BioA inh: 1.0; FBA Mtb inh: 2.3

Results for O=S(=O)(Nc1ccc2cn[nH]c2c1)c1ccc(Cl)s1 ?
BoNT-A LC inh2: -1.2; Anthrax LF inh2: -1.0; PfHsp40 yeast: 1.0; UGM FP inh: 3.4; BoNT-F LC inh: -11.5; GDH-TPI inh: -1.9; FadD28 FP inh: 0.7; FBA Mtb inh: 0.3

Screening results: PubChem BioAssay, several laboratories
